High-throughput results from PubChem.
SIAE primary: blocks human sialic acid acetylesterase | Q9HAT2 | SIAE FP-Rh probe binding, fluorescence polarization | inhibition, % at 9.66 µM | 370,000 compounds, 0.69% hits;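 active = inhibition above a cutoff: mean of compounds within the control limits plus 3 SD of those, cut at about 17% in these data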;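 also: 0% = plate median of compound wells and 100% = probe without SIAE protein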
Target sequence (Q9HAT2 whole entry, looked up): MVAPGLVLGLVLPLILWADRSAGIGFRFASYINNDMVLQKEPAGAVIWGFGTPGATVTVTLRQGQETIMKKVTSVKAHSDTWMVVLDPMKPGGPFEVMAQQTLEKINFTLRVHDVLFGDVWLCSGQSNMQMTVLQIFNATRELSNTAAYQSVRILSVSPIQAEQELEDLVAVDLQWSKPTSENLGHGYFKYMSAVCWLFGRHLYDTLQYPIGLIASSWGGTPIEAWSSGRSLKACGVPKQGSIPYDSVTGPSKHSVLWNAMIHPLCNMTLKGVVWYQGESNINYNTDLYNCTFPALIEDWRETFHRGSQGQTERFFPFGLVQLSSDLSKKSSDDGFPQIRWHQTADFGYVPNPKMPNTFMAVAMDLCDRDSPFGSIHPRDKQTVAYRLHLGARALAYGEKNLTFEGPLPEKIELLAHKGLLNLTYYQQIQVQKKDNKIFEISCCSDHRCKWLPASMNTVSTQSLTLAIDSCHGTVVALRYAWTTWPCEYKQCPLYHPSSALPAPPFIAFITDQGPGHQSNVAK
NR1D1 modulator: modulators of human Rev-erb alpha DNA binding. P20393. Rev-erbα–FITC-DNA binding, fluorescence polarization, 90 min. activity, % at 10 µM. 370,000 compounds, 0.79% hits. AID 1259318;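 active = activity above about 14%, limit read from the data; passing the limit was not always enough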;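 also: 0% = DMSO wells with 35 nM protein and 100% = DMSO wells with 750 nM protein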
TCR CD3 inh: blocks the human TCR-CD3 interaction; TAMRA-labeled TCR probe fluorescence, biochemical; inhibition, % at 9.4 µM; 360,000 compounds, 0.37% hits; AID 651800; in the data active = inhibition above about 19%;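 also: recombinant mutant TCR 2C K166C tagged with TAMRA read by polarization; 0% = receptor in buffer alone and 100% = receptor with positive control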
LEDGF integ inh: blocks HIV-1 LEDGF/p75-dependent DNA integration. AID 743269. 370,000 compounds, 0.64% hits. inhibition, % at 3.7 µM. TR-FRET IN-LEDGF/p75 DNA integration, Eu/Cy5;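 active = inhibition above the screen-wide mean plus 3 SD, cut at about 13% in these data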;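 also: signal is the Cy5 over europium emission ratio at 671 and 618 nm; 0% = plate median of compound wells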
PG9 binder: binds the HIV-1 gp120 antibody PG9. 360,000 compounds, 0.43% hits. AID 624416. TR-FRET gp120-PG9 antibody binding. inhibition, % at 6.7 µM; in the data active = inhibition above about 8.5%
rCAG binder: molecules binding r(CAG) RNA repeats; 370,000 compounds, 1.3% hits; inhibition, % at 3 µM; AID 651821; r(CAG) RNA repeat, TO-PRO-1 dye displacement fluorescence;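 active = inhibition above the plate cutoff, the mean of all test compounds on that plate plus 3 SD, cut at about 35% in these data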;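 also: 0% = DMSO alone and 100% = 100 µM mitoxantrone as full dye displacement; higher means more dye released from RNA so lower well fluorescence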
mABHD4 FP: inhibits mouse alpha/beta hydrolase domain 4. Q8VD66. purified mABHD4, FP-Rh probe fluorescence polarization. inhibition, % at 8.92 µM. 370,000 compounds, 0.54% hits. AID 720543;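 active = inhibition exceeding the mean over every tested compound plus 3 SD, cut at about 30% in these data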;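 also: 0% = plate median of compound wells and 100% = S159A mutant with DMSO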
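Test system: mABHD4 protein; Read-out basis: % inhibition; Incubation: 45 min + 60 min at 25 °C; Repeats: single replicate; Technique: fluorescence polarization with parallel and perpendicular emission, 525/598 nm; Compound: 8.92 µM, single dose; Benchmarks: full inhibition S159A mutant plus DMSO, zero as sample-well median.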
HTRA1 inh: HTRA1 (human) protease inhibition | Q92743 | recombinant HTRA1, FP-rhodamine activity-based probe, fluorescence polarization | inhibition, % at 5.96 µM | 340,000 compounds, 0.5% hits | AID 504803; in the data active = inhibition above about 36%;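 also: 0% = enzyme with DMSO and 100% = wells lacking enzyme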
Target sequence (Q92743 whole entry, looked up): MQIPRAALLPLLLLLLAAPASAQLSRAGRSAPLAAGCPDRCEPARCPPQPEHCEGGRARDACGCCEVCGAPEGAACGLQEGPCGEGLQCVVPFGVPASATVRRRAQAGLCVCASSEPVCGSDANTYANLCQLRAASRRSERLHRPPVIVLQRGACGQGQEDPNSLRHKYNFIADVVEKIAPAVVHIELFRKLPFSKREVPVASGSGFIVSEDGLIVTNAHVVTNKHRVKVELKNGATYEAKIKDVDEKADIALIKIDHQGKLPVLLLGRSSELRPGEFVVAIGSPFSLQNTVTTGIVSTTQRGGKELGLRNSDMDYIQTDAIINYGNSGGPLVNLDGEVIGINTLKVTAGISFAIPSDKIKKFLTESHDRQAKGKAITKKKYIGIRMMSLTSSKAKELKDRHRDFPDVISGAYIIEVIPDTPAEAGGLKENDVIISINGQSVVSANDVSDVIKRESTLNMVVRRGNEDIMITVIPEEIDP
TDP2 inh: TDP2 (human) inhibition, absorbance primary screen. recombinant TDP2, T5PNP hydrolysis, p-nitrophenol absorbance 415 nm. inhibition, % at 12.8 µM. 370,000 compounds, 0.34% hits. O95551;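 active = inhibition above the mean of all tested compounds plus 3 SD, set per campaign, cut at about 25% in these data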;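 also: 0% = DMSO with enzyme and 100% = buffer with substrate but no TDP2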
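Incubation: 2 h at 37 °C; Test system: recombinant human TDP2; Quantity: enzyme 120 nM; Read-out basis: percent inhibition; Medium: 50 mM Tris-HCl pH 7.5 with Mg2+, KCl, DTT, BSA; Repeats: single replicate; Compound: 12.8 µM single point, 1% DMSO; Signal: epi absorbance; Reagent: 5 mM T5PNP chromogenic substrate; Benchmarks: no-enzyme high, DMSO-plus-enzyme low.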
PRMT1 inh: PRMT1 (human) inhibition, primary screen | inhibition, % at 2.79 µM | Q99873 | recombinant PRMT1, activity-based probe fluorescence polarization | 370,000 compounds, 1.3% hits;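 active = inhibition above about 21% made by adding two undisclosed values, limit read from the data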
Starred values were filed as active, the others as inactive; . = no result given.

SMILES	SIAE primary	NR1D1 modulator	TCR CD3 inh	LEDGF integ inh	PG9 binder	rCAG binder	mABHD4 FP	HTRA1 inh	TDP2 inh	PRMT1 inh
COc1ccc(C(=O)Oc2c(OC)cc(C(=S)N3CCOCC3)cc2OC)cc1	8	1	7	0	-0.1	-3	-2	0	13	1
Cc1nc(CN2CCN(Cc3nc(C(c4ccccc4)c4ccccc4)no3)CC2)cs1	-3	2	-9	0	2.5	-5	-8	.	-12	2
O=C(NCC(c1cccnc1)N1CCOCC1)C1CCCCC1 (stereo unspecified)	3	1	3	1	-0.8	2	7	4	0	-2
C[C@H](CO)N1C[C@H](C)[C@@H](CN(C)C(=O)Nc2cc(F)ccc2F)Oc2ncc(-c3cccc(F)c3)cc2C1=O	-1	-3	-3	-1	0.2	5	-6	-14	0	6
N#C/C(=C(/O)CSc1ccccn1)c1nc2ccccc2s1	6	0	0	6	0.0	3	-17	8	-5	-2
O=C(/C=C/c1ccc(F)cc1)N1CCCc2ccccc21	-4	-5	8	-4	-0.6	-2	-9	-8	-2	-1
NC(=O)c1ccc(NC(=O)COc2cccc3c2CCNC3=O)cc1	-2	-8	1	0	-1.5	1	105*	-3	7	-1
CC(C)C[C@H]1CN([C@@H](Cc2ccccc2)CN2CCC[C@H]2CN2C(=O)C(=O)NC[C@@H]2Cc2ccc(O)cc2)C(=O)C(=O)N1CC1CCCCCC1	11	-1	-9	-1	-0.5	11	11	.	8	-2
CN(CC(=O)NCCc1ccc(S(N)(=O)=O)cc1)CC(=O)Nc1ccc(Cl)cc1	11	2	0	-1	-1.8	6	-3	0	2	2
COc1ccc(C2CC(O)(c3ccccc3)Oc3cc(OC)ccc32)cc1 (stereo unspecified)	-8	-4	-6	-2	-0.7	4	-14	-34	-6	1
CCCN(CC1CC1)c1c2c(nc3ncnn13)CCCC2	4	0	.	0	.	0	7	.	-2	0
CCCCN(C(=O)CSc1nnnn1-c1ccccc1OC)C1CCS(=O)(=O)C1 (stereo unspecified)	-3	0	-5	-3	0.3	-4	-2	-2	4	2
Cn1c(CSCc2ccc(F)cc2)n[nH]c1=S	0	2	-10	-2	0.6	3	-11	12	-17	2
COc1cc(CNn2cnnc2)ccc1OCC(=O)NC1CCCCC1	1	-2	9	-1	0.5	-4	3	2	8	2
C[C@H](CO)N1C[C@H](C)[C@@H](CN(C)C(=O)Nc2ccc3c(c2)OCO3)Oc2c(NS(=O)(=O)c3cn(C)cn3)cccc2C1=O	-2	-2	6	-1	-0.8	1	-6	4	11	-1
COc1ccccc1N(C)S(=O)(=O)c1ccc(C(=O)N2CCCc3ccccc32)cc1	1	5	6	-1	-0.4	-3	-1	-14	-7	-5
CSc1ccccc1NC(=S)Nc1cc(C)cc(C)c1	5	-1	0	-3	-1.6	-3	4	-6	2	-2
Cc1ccccc1C(=O)N/N=C/c1cccc2ccccc12	-1	3	-5	0	-0.6	6	-25	3	2	-3
CCC(C)Sc1nc2c(c(=O)[nH]c(=O)n2C)n1CC(O)COc1ccccc1C (stereo unspecified)	-3	0	9	2	0.0	-4	7	-6	-2	-2
Cc1c(C(c2cccc(Br)c2)c2c(C)n(C)n(-c3ccccc3)c2=O)c(=O)n(-c2ccccc2)n1C	-6	-1	4	-2	-1.2	-5	5	4	10	2
OC[C@H]1O[C@H](OCc2ccccc2)[C@H](O[C@@H]2OC[C@@H](O)[C@H](O)[C@H]2O)[C@@H](O)[C@@H]1O	-4	6	2	2	0.4	-2	1	-1	-5	-12
CN(/N=C/c1cccnc1)c1cnc2ccccc2n1	-4	5	-1	3	-0.4	-3	-3	-5	-24	-9
CN1C(=O)[C@H]2[C@@H](C3CC3)N3C(=O)CN(Cc4ccccc4)C(=O)[C@@]3(C)[C@H]2C1=O	6	5	5	0	0.3	6	-7	0	-2	6
CC1CCCCC1NC(=O)c1cc(S(=O)(=O)N2CCOCC2)ccc1Cl (stereo unspecified)	0	4	0	-4	0.1	3	4	-8	-4	2
CC1(C)O[C@@H]2C[C@H]3[C@@H]4CCC5=CC(=O)CC[C@]5(C)[C@@]4(F)[C@@H](O)C[C@]3(C)[C@]2(C(=O)CCl)O1	11	3	1	-2	-0.5	-1	-6	-9	-1	2
CC(C)(O)C#Cc1ccc(CN2CCCC(CNC(=O)c3ccco3)C2)cc1 (stereo unspecified)	4	2	7	2	-1.8	-3	-6	1	-8	-4
CCOC(=O)/C(=N\Nc1ccccc1Cl)N1CCN(C)CC1	-1	6	1	0	-1.0	-10	2	5	4	-1
COc1cc(C)c(NC(=O)COc2ccc3c(c2)CCC3)cc1OC	1	-3	-1	-2	0.5	-1	-3	5	1	11
COc1ccc(-c2nc(CN3CCCCC3c3cccnc3)c(C)o2)c(F)c1 (stereo unspecified)	0	2	-4	3	-0.7	-5	-3	-6	-9	-6
Cc1ccccc1OCC(=O)Nc1ccccc1NC(=O)c1ccco1	1	-5	-4	-2	-2.5	1	-2	-5	6	2
CCN1C(c2ccccc2)=C(c2ccccc2)S/C1=C\C=C1/SC(=S)N(C)C1=O	-46	-11	-39	-3	-1.2	4	-64	-25	1	6
COc1ccc(N=[N+]([O-])c2ccc(OC)cc2)cc1	3	-7	-2	-1	-0.3	4	8	-9	-4	2
Cc1ccc(S(=O)(=O)OCCC2=CC(=O)CCN2Cc2ccccc2)cc1	-9	-1	-1	-3	0.7	-4	2	-6	5	-4
N#Cc1cc(S(=O)(=O)N2CCOCC2)ccc1N1CCOCC1	0	7	-10	-2	-0.2	-1	0	3	-17	-3
CC1=CC=CC2=N/C(=N\S(=O)(=O)c3ccc(F)cc3F)c3ccccc3CN12	-2	3	4	9	1.3	-1	3	-21	7	-5
CC(=O)NC1(C(F)(F)F)NC(=O)N(CCc2ccccc2)C1=O (stereo unspecified)	1	0	2	-2	-0.7	3	-8	-2	10	-2
Cc1nc(C)c(-c2csc(Nc3ccc(S(N)(=O)=O)cc3)n2)s1	-9	2	-3	-5	-1.0	5	3	1	-4	4
CCN(CC(=O)Nc1c(F)cccc1F)C(=O)CSc1nc(C)cc(C)n1	-3	4	7	5	-1.0	0	1	-2	4	-1
COCCCN(C(C)=O)c1nc(-c2ccc(OC)cc2)cs1	-4	-1	3	-5	0.8	5	-7	-3	-8	4
COc1ccc(-c2cc(C(=O)NCc3cccc(Cl)c3)[nH]n2)c(C)c1	-3	6	5	-2	-0.5	2	-19	.	9	-1

Continued (two carried over from the part before).
SMILES	SIAE primary	NR1D1 modulator	TCR CD3 inh	LEDGF integ inh	PG9 binder	rCAG binder	mABHD4 FP	HTRA1 inh	TDP2 inh	PRMT1 inh
COCCCN(C(C)=O)c1nc(-c2ccc(OC)cc2)cs1	-4	-1	3	-5	0.8	5	-7	-3	-8	4
COc1ccc(-c2cc(C(=O)NCc3cccc(Cl)c3)[nH]n2)c(C)c1	-3	6	5	-2	-0.5	2	-19	.	9	-1
CC(C)Cn1c(N)c(C(=O)CSc2nc3ncc(Cl)cc3[nH]2)c(=O)n(C)c1=O	2	2	1	6	-2.1	7	-9	-10	-12	-3
COc1ccc(/C=N/NC(=O)c2ccc3c(c2)OCCO3)cc1[N+](=O)[O-]	-6	-16	-3	0	1.8	-2	0	7	-10	3
O=C1[C@@H]2CSCN2C(=O)CN1Cc1ccc(F)cc1	-1	3	-8	5	0.2	0	-7	2	-12	-1
COc1cc(CN2CCN(c3ncccn3)CC2)cc(OC)c1	-6	-3	7	1	-2.3	-10	3	5	-3	-6
CCOC(=O)c1sc(N2C(=O)C(O)=C(C(=O)c3ccco3)C2c2cccc(Cl)c2)nc1C (stereo unspecified)	-20	1	4	1	0.9	74*	-28	-29	8	5
O=C(NNC(=O)c1ccccc1-c1ccccc1C(=O)O)c1ccccc1	-6	-4	5	-4	-1.2	0	0	1	-2	-1
Cc1[nH]c(-c2ccc3c(c2)OCO3)nc1C(=O)O	2	5	-4	4	6.7	3	5	0	-11	-1
O=C(CSc1nnc(-c2cccnc2)n1Cc1ccccc1)NCc1ccco1	0	2	0	2	-1.1	0	5	13	10	2
C(=NOCc1ccccc1)c1ccncc1	-6	-1	-6	4	-2.0	-1	-6	4	-18	-4
CCN1C(=O)C(CC(=O)Nc2ccc(F)cc2)N(CCc2ccc(OC)cc2)C1=S (stereo unspecified)	4	8	2	2	-1.7	-1	-11	-18	10	-1
CC(C)(C)Nc1cccccc1=O	-1	7	2	-2	-1.9	0	3	5	-4	2
CCOC(=O)C1C(c2ccc(OC)cc2)N(C)OC1(O)C(F)(F)F (stereo unspecified)	6	11	5	2	-2.3	-4	-3	0	-1	1
COc1cc(O)c(C(CC(=O)N2CCN(c3ccccc3)CC2)c2ccc3c(c2)OCO3)c(OC)c1 (stereo unspecified)	-1	2	-1	2	-0.7	1	-7	-12	-5	-1
CCCN(CC(=O)Nc1ccccc1C)C(=O)c1sc2ccccc2c1Cl	-1	-4	6	3	0.5	1	-8	-18	8	-1
Cc1sc(NC(=O)CSc2nnc(COc3ccccc3)n2C)c(C#N)c1C	1	-6	3	2	0.2	0	7	-7	-5	2
CCOC(=O)CN(C(=O)CNC(=O)c1cccs1)C(C(=O)NC1CCCCC1)c1cccs1 (stereo unspecified)	-2	-7	6	1	1.4	-8	3	0	-4	-1
COc1ccc(/C=N/NC(=O)c2cc(-c3ccccc3)nc3ccccc23)cc1O	6	-2	9	-6	-1.7	19	-9	-10	-4	-2
COc1ccc(-c2cn3cccnc3n2)cc1NS(=O)(=O)c1ccccc1	1	2	2	4	-2.3	3	2	-5	0	0
COC(=O)C1=C(C)NC(C)=C(C(=O)OC)C1c1ccco1	0	5	-3	-1	-1.4	-5	-2	1	3	-4
O=C(/C=C/c1ccc(S(=O)(=O)N2CCOCC2)cc1)Nc1ccc(F)c(F)c1F	-2	10	1	0	0.8	6	-4	-7	-2	-1

Records above printed as active in mABHD4 FP:
SMILES	SIAE primary	NR1D1 modulator	TCR CD3 inh	LEDGF integ inh	PG9 binder	mABHD4 FP	HTRA1 inh	TDP2 inh	PRMT1 inh
NC(=O)c1ccc(NC(=O)COc2cccc3c2CCNC3=O)cc1	-2	-8	1	0	-1.5	105*	-3	7	-1

(listing goes on)
SMILES	SIAE primary	NR1D1 modulator	TCR CD3 inh	LEDGF integ inh	PG9 binder	rCAG binder	mABHD4 FP	HTRA1 inh	TDP2 inh	PRMT1 inh
O=C(COc1ccc([N+](=O)[O-])cc1)Nc1nc(-c2ccccn2)cs1	9	3	-4	3	0.7	8	1	23	4	4
CNc1ccc(/C=C(\C#N)C(=O)Nc2ccccn2)cc1[N+](=O)[O-]	5	3	-9	1	-1.6	-1	1	10	9	0
CC(C)c1ccc(NC(=O)C2CCN(C(=O)[C@@H]3Cc4ccccc4CN3)CC2)cc1	3	-9	4	-4	-1.0	-9	-5	-8	-14	-6
CC(C)(C)OC(=O)NN1CC(=O)N2Cc3[nH]c4ccccc4c3C[C@H]2C1=O	2	2	2	-3	0.1	-1	5	1	5	0

The list is partial (hit frequency here may not be typical).
